LGR2 antag = inhibitors of bursicon-induced LGR2 CRE-luciferase signal, primary screen, cell-based, HEK293, CRE-luciferase reporter, bursicon stimulation; Drosophila bursicon receptor LGR2 (rickets); bursicon-stimulated, 4 h; inhibition, % at 9.99 µM; 0.35% of 380,000 active;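 active = drop in luminescence signal, shown as inhibition above about 50% in the replicate tests, limit read from the data, passing the limit was not always enough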;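 note: agonist challenge used bursicon conditioned medium at about half maximal strength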
PGC1a acetyl inh = inhibitors of PGC1a acetylation signal, primary screen, cell-based, U2OS, AlphaScreen, inhibitor mode; inhibition, % at 15.6 µM; AlphaScreen anti-acetyl-lysine; with virally co-expressed GCN5 acetyltransferase; AID 651687, 2012; 0.17% of 350,000 active;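 active = every replicate shows inhibition of at least 40%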;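 note: 0% = neutral control wells and 100% = positive control wells; some results beyond the cut were filed as inactive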
EWS-Fli block = EWS/Fli-driven NR0B1 reporter inhibitors, primary screen, A673 cells, NR0B1 luciferase, luminescence, MLPCN library; 0.67% of 350,000 active; viability-normalised; inhibition, % at 12.6 µM;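 active = mean inhibition of at least 50% after viability correction, with every replicate also passing that limit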;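 note: firefly luciferase signal divided by Alamar Blue viability fluorescence both relative to DMSO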
FN deposit inh = inhibitors of fibronectin matrix deposition, primary screen, AH1F cells, Alexa488-fibronectin fluorescence, plate reader. AH1F fibroblasts, overnight. inhibition, % at 12.6 µM. 0.086% of 350,000 active;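 active = mean inhibition across replicates of 30% or more, regardless of how many single replicates reach that level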;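 note: positive control wells lacked labelled fibronectin entirely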
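Assay system: AH1F fibroblasts / Quantity: 10000 cells per well / Medium: DMEM plus 2% serum, read in PBS / Reagent: labelled fibronectin 24 nM / Dosing: single dose, pinned / Times: 1 h cell attachment, overnight exposure to compound and label / Signal: fluorescence, ex 485 nm, em 525 nm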
ERAP1 inh = human ERAP1 aminopeptidase inhibitors, primary screen, biochemical, single point, plate reader | 0.15% of 340,000 active | recombinant ERAP1, Leu-AMC fluorescence, 60 min | inhibition, % at 10.7 µM;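 active = mean replicate inhibition of at least 30%, or all replicates individually reaching that 30% level; inactive = mean below 30% and not every replicate reaching it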;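 note: 0% = neutral control wells and 100% = L-leucinethiol positive control wells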
Target sequence (Q9NZ08 whole entry, looked up): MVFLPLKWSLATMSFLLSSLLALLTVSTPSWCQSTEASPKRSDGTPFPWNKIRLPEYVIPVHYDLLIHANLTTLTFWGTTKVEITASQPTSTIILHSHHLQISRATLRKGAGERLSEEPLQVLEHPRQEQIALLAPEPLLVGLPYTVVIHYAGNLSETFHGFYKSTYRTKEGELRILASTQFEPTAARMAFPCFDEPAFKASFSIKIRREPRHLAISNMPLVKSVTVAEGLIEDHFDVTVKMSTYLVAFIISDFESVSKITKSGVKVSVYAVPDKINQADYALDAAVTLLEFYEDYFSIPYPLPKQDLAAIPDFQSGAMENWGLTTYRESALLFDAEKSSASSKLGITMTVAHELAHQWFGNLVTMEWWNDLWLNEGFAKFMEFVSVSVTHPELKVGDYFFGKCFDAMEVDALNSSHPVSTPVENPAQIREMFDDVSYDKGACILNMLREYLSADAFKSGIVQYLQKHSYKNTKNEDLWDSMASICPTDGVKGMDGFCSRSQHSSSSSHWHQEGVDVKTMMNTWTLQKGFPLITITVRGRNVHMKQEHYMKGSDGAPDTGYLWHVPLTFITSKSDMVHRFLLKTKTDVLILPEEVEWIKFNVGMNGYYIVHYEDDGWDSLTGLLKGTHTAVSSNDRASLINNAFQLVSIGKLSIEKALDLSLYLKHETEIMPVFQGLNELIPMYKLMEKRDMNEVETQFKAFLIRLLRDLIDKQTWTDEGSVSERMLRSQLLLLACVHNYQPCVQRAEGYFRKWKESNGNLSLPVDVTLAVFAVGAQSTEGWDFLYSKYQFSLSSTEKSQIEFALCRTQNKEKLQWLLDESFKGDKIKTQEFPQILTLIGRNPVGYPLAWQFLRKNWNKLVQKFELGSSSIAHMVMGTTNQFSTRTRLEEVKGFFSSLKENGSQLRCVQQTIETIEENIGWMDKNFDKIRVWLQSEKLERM
PAX8 inh HTS = inhibitors of PAX8-driven TPO luciferase reporter, primary screen, RMG-I cells, single concentration; SteadyGlo, 24 h; AID 652154, 2013; 1.2% of 360,000 active; inhibition, % at 12.6 µM;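 active = mean replicate inhibition at least 60% with every replicate also reaching 60%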;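 note: luciferase light reporting Pax8 driven TPO promoter activity; plate controls were median of neutral control wells for no effect and mitoxantrone controls for full effect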
S100A4 MyoIIA = inhibitors of S100A4-myosin IIA peptide binding, primary screen, biochemical, fluorescence polarization, TAMRA-MyoIIA peptide; 0.14% of 360,000 active; Protein S100-A4 (Homo sapiens), P26447; inhibition, % at 10.7 µM; AID 652163, 2013;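 active = mean inhibition of at least 70% across replicates, with every replicate also reaching that level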
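Material: S100A4 monomer protein / Buffer or medium: 50 mM HEPES pH 7.2, 10 mM CaCl2, 100 mM KCl / Times: 5 min incubation before reading / Benchmarks: neutral control DMSO, positive control TFP / Reagent: labelled myosin peptide probe, 5 nM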
PglD inh = C. jejuni PglD acetyltransferase inhibitors, primary screen, biochemical, DTNB colorimetric, single point | purified PglD enzyme, DTNB colorimetric CoA detection | inhibition, % at 12.5 µM | 0.098% of 360,000 active | AID 602405, 2012; in the data active = inhibition above about 16%, passing the limit was not always enough; note: strong numbers were not always called active
An asterisk follows results filed as active; . = not tested or not shown.

cpd | mol | S100A4 MyoIIA | EWS-Fli block | ERAP1 inh | LGR2 antag
1 | CNC(=O)[C@@]1(Cc2ccccc2)C=C[C@@H](C)N1C(C)=O | -10 | 4 | 1 | -1
2 | Cc1cccc(C)c1-n1nnnc1-c1nc2cc3ccccc3cc2[nH]c1=O | -2 | 54* | . | -9
3 | O=C(c1cnc(-c2ccccc2)s1)c1ccc(Cl)cc1Cl | . | . | . | .
4 | O=C(NNc1c2ccccc2nc2ccccc12)c1ccc(Cl)cc1 | 1 | -26 | -2 | 5
5 | O=S(=O)(NC1CCCCC1Sc1ncccn1)c1ccccc1 (stereo unspecified) | . | . | . | 13
6 | CN1CCN(C(=O)C[C@H]2C[C@@H]3c4cc(NC(=O)NC5CCCC5)ccc4O[C@@H]3[C@@H](CO)O2)CC1 | -4 | -1 | 1 | -11
7 | CC(C)CCNC(=S)Nc1ccc2nc3n(c(=O)c2c1)CCCCC3 | -5 | 2 | -2 | 0
8 | CC(C)Oc1cccc(C(=O)C2CCCN(Cc3cccn3-c3ccccn3)C2)c1 (stereo unspecified) | -7 | 6 | 1 | 9
9 | C/C=C/c1ccc2c(c1)O[C@H](CN(C)C(=O)c1cccnc1)[C@H](C)CN([C@@H](C)CO)S2(=O)=O | 6 | -6 | 4 | 4
10 | CCCCNC(=O)NNC(=O)c1cc(C)on1 | -1 | -1 | -3 | 14
11 | CCOc1cc(/C=N/NC(N)=O)ccc1OCC(=O)Nc1ccc(C)c(C)c1 | -4 | 16 | 1 | -4
12 | CN(C)CC#CCC(O)(c1ccccc1)c1ccccc1 | 3 | 8 | -2 | .

cpd | PGC1a acetyl inh | PAX8 inh HTS | FN deposit inh | PglD inh
1 | -2 | -7 | 12 | -1
2 | . | 48 | -7 | .
3 | 3 | -10 | -6 | 7
4 | 1 | 7 | 1 | 2
5 | 0 | -3 | -6 | 3
6 | 5 | -2 | 4 | 0
7 | . | -22 | 0 | .
8 | . | 29 | -2 | .
9 | -6 | 3 | . | -2
10 | 6 | -11 | 4 | .
11 | . | 5 | -2 | .
12 | -1 | 2 | -3 | .

10 of the compounds above, with two lines to a compound:
Values in the order – S100A4 MyoIIA, EWS-Fli block, ERAP1 inh, LGR2 antag, PGC1a acetyl inh, PAX8 inh HTS, FN deposit inh, PglD inh
3: O=C(c1cnc(-c2ccccc2)s1)c1ccc(Cl)cc1Cl
 : ., ., ., ., 3, -10, -6, 7
4: O=C(NNc1c2ccccc2nc2ccccc12)c1ccc(Cl)cc1
 : 1, -26, -2, 5, 1, 7, 1, 2
5: O=S(=O)(NC1CCCCC1Sc1ncccn1)c1ccccc1 (stereo unspecified)
 : ., ., ., 13, 0, -3, -6, 3
6: CN1CCN(C(=O)C[C@H]2C[C@@H]3c4cc(NC(=O)NC5CCCC5)ccc4O[C@@H]3[C@@H](CO)O2)CC1
 : -4, -1, 1, -11, 5, -2, 4, 0
7: CC(C)CCNC(=S)Nc1ccc2nc3n(c(=O)c2c1)CCCCC3
 : -5, 2, -2, 0, ., -22, 0, .
8: CC(C)Oc1cccc(C(=O)C2CCCN(Cc3cccn3-c3ccccn3)C2)c1 (stereo unspecified)
 : -7, 6, 1, 9, ., 29, -2, .
9: C/C=C/c1ccc2c(c1)O[C@H](CN(C)C(=O)c1cccnc1)[C@H](C)CN([C@@H](C)CO)S2(=O)=O
 : 6, -6, 4, 4, -6, 3, ., -2
10: CCCCNC(=O)NNC(=O)c1cc(C)on1
 : -1, -1, -3, 14, 6, -11, 4, .
11: CCOc1cc(/C=N/NC(N)=O)ccc1OCC(=O)Nc1ccc(C)c(C)c1
 : -4, 16, 1, -4, ., 5, -2, .
12: CN(C)CC#CCC(O)(c1ccccc1)c1ccccc1
 : 3, 8, -2, ., -1, 2, -3, .

The list continues.
cpd | mol | S100A4 MyoIIA | EWS-Fli block | ERAP1 inh | LGR2 antag
13 | COc1ccc(OCC(=O)Nc2cc(S(=O)(=O)N3CCCC3)ccc2Cl)cc1 | 4 | 5 | -2 | -5
14 | C[C@H](NC(=O)Nc1cccc(Br)c1)C(=O)O | -3 | -1 | 0 | 12
15 | CCN(CC)S(=O)(=O)c1cccc(C(=O)N/N=C/c2ccc(N3CCOCC3)cc2)c1 | -4 | -1 | 3 | -5
16 | O=C(NCc1ccc2c(c1)OCO2)c1ccc(NC(=O)C2CCCO2)cc1 (stereo unspecified) | . | . | . | .
17 | CCC(C)c1ccccc1OCCCN(C)Cc1ccccc1 (stereo unspecified) | -8 | 16 | 1 | -3
18 | COc1ccc(Cn2ccnc2SCC(=O)NC2CCCC2)cc1 | 61 | 5 | 5 | -4
19 | CCC(=O)N1C[C@@H](O)COC[C@H]2O[C@H](CC(=O)NCc3ccc(Oc4ccccc4)cc3)CC[C@@H]21 | -16 | 8 | -1 | -33
20 | CC(C)(C)NC(=O)C(=O)NNC(=O)COc1ccccc1 | 0 | -7 | 0 | -9
21 | COc1ccc(SC[C@H](Cc2ccccc2)N2CC[C@@H](NC(=O)OCc3ccccc3)CCC2=O)cc1 | -15 | 12 | 3 | 10
22 | CNC[C@@H]1OCCCC[C@H](C)Oc2ccc(NC(=O)CCC(F)(F)F)cc2C(=O)N([C@@H](C)CO)C[C@@H]1C | -2 | -2 | 3 | -32
23 | CN(CC(=O)O)S(=O)(=O)c1ccc2c(c1)n(C)c(=O)c(=O)n2C | 0 | 17 | 1 | .
24 | COc1ccc(CNC(=O)CNC(=O)c2sc3ccccc3c2Cl)cc1OC | 0 | -9 | -1 | 4

cpd | PGC1a acetyl inh | PAX8 inh HTS | FN deposit inh | PglD inh
13 | 3 | -2 | . | -3
14 | 2 | -6 | -3 | 2
15 | . | 28 | 3 | -3
16 | -66 | -3 | 4 | 5
17 | -48 | 10 | 0 | -3
18 | . | -8 | 1 | 0
19 | -4 | -11 | 8 | 1
20 | . | -26 | 3 | .
21 | -22 | 27 | -2 | -2
22 | 5 | -8 | . | -1
23 | 12 | 6 | -3 | .
24 | . | . | 3 | .

Further entries
cpd | mol | S100A4 MyoIIA | EWS-Fli block | ERAP1 inh | LGR2 antag
25 | Cc1nc(N2CCC(C(N)=O)CC2)c2c(-c3cccs3)csc2n1 | -2 | 2 | -2 | 24
26 | O=C(/C=C/c1ccc(OCc2c(F)cccc2Cl)cc1)N1CCOCC1 | -4 | -26 | 2 | 13
27 | COCC(=O)N1CC[C@@H]2[C@@H](CO)N(C)c3ccc(-c4ccc(F)cc4)cc3[C@@H]21 | . | 5 | . | 1
28 | CN(C)CCCNC(=O)c1ccc(Oc2ccccc2)cc1 | -4 | 8 | -1 | -6
29 | Cc1ccccc1-c1ccc2c(c1)O[C@@H](CN(C)Cc1ccc(C(=O)O)cc1)[C@@H](C)CN([C@@H](C)CO)S2(=O)=O | -14 | -6 | -28 | -5
30 | COc1ccc(NC(=O)Nc2ccc3c(c2)C(=O)N([C@H](C)CO)C[C@H](C)[C@H](CN(C)Cc2ccc(Cl)c(Cl)c2)OCCCC[C@H](C)O3)cc1 | -14 | 1 | -1 | 31
31 | Cc1cc2cc(CNC(=O)c3ccc(C)c([N+](=O)[O-])c3)ccc2[nH]1 | 12 | -4 | 3 | 12
32 | O=C(NC1CCCCC1)c1cc2cc(Br)ccc2o1 | 0 | -92 | -1 | -62
33 | CC1([N+](=O)[O-])COC2(OC1)C(=O)Nc1ccccc12 (stereo unspecified) | 29 | 2 | -2 | -2
34 | c1ccc2c(c1)c1ccccc1n1c(-c3ccc4c(c3)OCO4)nnc21 | . | . | . | .
35 | COc1cc2c3c(c1)C(C)=CC(C)(C)N3C(=O)C2=O | 0 | 24 | 2 | -10
36 | CC(=O)N1CC[C@H]2[C@@H]1c1cc(-c3ccc(C#N)cc3)ccc1N(C)[C@H]2CO | -6 | 2 | 1 | -2

cpd | PGC1a acetyl inh | PAX8 inh HTS | FN deposit inh | PglD inh
25 | 0 | -8 | -8 | 2
26 | -6 | -21 | -3 | .
27 | 18 | -14 | 3 | 1
28 | . | -10 | 9 | .
29 | 3 | -6 | -5 | 0
30 | -12 | 31 | . | -2
31 | -1 | . | 1 | 3
32 | -13 | -111 | -4 | 3
33 | 2 | -33 | 6 | 1
34 | 13 | -3 | 12 | -2
35 | -1 | 8 | 9 | .
36 | -4 | 4 | 2 | 0

Other compounds follow:
cpd | mol | S100A4 MyoIIA | EWS-Fli block | ERAP1 inh | LGR2 antag
37 | CCOCCc1nnc(N)s1 | -2 | 3 | -3 | -2
38 | CC(C)NC(=O)N(C)C[C@H]1Oc2ccc(NC(=O)c3ccncc3)cc2C(=O)N([C@H](C)CO)C[C@H]1C | 8 | -1 | 2 | -4
39 | C[C@@H]1CN([C@H](C)CO)C(=O)Cc2cc(NC(=O)C3CCCCC3)ccc2O[C@@H]1CN(C)Cc1ccc(C(F)(F)F)cc1 | -8 | 9 | 3 | 23
40 | C[C@@H]1CN([C@H](C)CO)C(=O)c2cc(NS(=O)(=O)c3ccc(Cl)cc3)ccc2O[C@H]1CN(C)Cc1ccc(-c2ccccc2)cc1 | 5 | -3 | 2 | -27
41 | COc1ccccc1CNC(=O)CN(CCc1ccccc1)S(C)(=O)=O | 0 | -6 | 2 | 13
42 | CC(O)[C@H]1CNC(=O)C(=O)N1CC(C)(C)C (stereo partly specified) | -1 | -12 | 5 | 5
43 | Cc1ccccc1OCC(=O)NN1CCN(C)CC1 | 5 | -5 | -2 | 6
44 | O=C(c1ccc(OCC2CCCO2)cc1)N1CCc2ccccc2C1 (stereo unspecified) | -11 | -5 | -6 | -10
45 | O=C1CCC(c2ccc3ccccc3c2)O1 (stereo unspecified) | -2 | -42 | -2 | -30
46 | CCCNC(=O)N1C[C@@H]2[C@H](c3ccccc31)[C@@H](CO)N2C(=O)Nc1ccc(F)cc1 | -13 | -3 | -1 | 10

cpd | PGC1a acetyl inh | PAX8 inh HTS | FN deposit inh | PglD inh
37 | 4 | . | . | -5
38 | -12 | -2 | 1 | 1
39 | -5 | 34 | 9 | 1
40 | -8 | . | . | 1
41 | . | -11 | 3 | .
42 | . | -6 | 3 | -1
43 | 2 | -3 | -5 | -1
44 | 7 | 10 | -2 | -3
45 | 16 | -81 | 16 | -3
46 | -2 | 26 | -3 | -10

Screens as filed in PubChem.
